# Source: PubChem BioAssay
# VP16 counter: Gal4-VP16 reporter inhibition counter-screen. Drosophila S2 Gal4-VP16 UAS-luciferase, luminescence, 20 h. 310,000 tested, 3.5% active. Potency, µM (series often up to 53.6 µM), without a hit: at the top dose activity, negative = inhibition, hits mostly inhibitors;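 further: Gal4-VP16 expression switched on by copper sulfate through the metallothionein promoter; potency means the concentration at half of the fitted maximal effect; on the % scale 0 is the no-effect control and ±100 the full control effect; nearly all actives have a fitted effect of over 50% in size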
# NPC1 prom act: activates the NPC1 promoter; Huh7 NPC1 promoter luciferase reporter, 24 h; Potency, µM (series often up to 9.22 µM), for inactives: at the top dose activation, most hits filed as activators; 320,000 tested, 2.4% active; AID 485313;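 further: potency means the concentration at half of the fitted maximal effect; % of control where 0% means no effect; nearly all actives have a fitted effect of over 60% in size; reporter is driven by a mutant NPC1 promoter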
#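 Cells: Huh7 expressing luciferase under the NPC1 promoter, 1500/well. Seeded 2 h, compound added, incubated 24 h at 37 °C. Luciferase reagent, 10 min ambient, then luminescence.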
# RORgamma inh: ROR gamma (mouse) transcription inhibition; Potency, µM (titrated, usually from 53.6 µM), without a hit: at the highest dose activity change, negative = inhibition, usual class: inhibitors; 310,000 tested, 5.4% active; Drosophila S2 Gal4-RORgamma UAS-luciferase reporter, 20 h; AID 2551; P51450; further: potency means the concentration at half of the fitted maximal effect; on the % scale 0 is the no-effect control and ±100 the full control effect; nearly all actives have a fitted effect of over 60% in size
# Target sequence (P51450 whole entry, looked up, the tested form may be a part): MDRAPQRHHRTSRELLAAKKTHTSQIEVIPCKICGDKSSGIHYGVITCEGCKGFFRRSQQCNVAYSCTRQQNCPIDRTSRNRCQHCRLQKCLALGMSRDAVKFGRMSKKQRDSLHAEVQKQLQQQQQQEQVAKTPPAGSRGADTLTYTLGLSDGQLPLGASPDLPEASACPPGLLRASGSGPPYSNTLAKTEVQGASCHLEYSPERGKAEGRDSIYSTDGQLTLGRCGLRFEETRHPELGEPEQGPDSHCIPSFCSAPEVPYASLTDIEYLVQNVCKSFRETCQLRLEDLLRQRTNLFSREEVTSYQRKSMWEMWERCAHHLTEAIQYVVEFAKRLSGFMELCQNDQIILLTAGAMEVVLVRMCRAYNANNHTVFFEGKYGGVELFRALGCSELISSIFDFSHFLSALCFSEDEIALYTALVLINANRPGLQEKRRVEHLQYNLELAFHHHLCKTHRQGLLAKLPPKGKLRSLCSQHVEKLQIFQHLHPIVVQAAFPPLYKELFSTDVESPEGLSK
#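 Drosophila S2 cells stably expressing Gal4-DBD/mouse RORγ fusion under metallothionein promoter plus UAS-luciferase; compound 1 h, then 700 uM CuSO4 induction for 20 h at ambient temperature; inhibition read as reduced luminescence.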
# ELG1 genotox: inducers of genotoxicity in HEK293T ELG1-luciferase cells | HEK293T ELG1-luciferase reporter, luminescence, 16 h | Potency, µM (series often up to 46 µM), for the others: at the highest dose activity change, positive = activation, hits mostly activators | 330,000 tested, 1.3% active | AID 504466; further: potency means the concentration at half of the fitted maximal effect; % of control where 0% means no effect; nearly all actives have a fitted effect of over 60% in size
#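 Luminescence read-out: rising ELG1-luciferase signal, reflecting elevated ELG1 protein under genetic stress, flags genotoxic compounds. Cells were treated for 16 hr at 37 °C before ONE-Glo detection.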
# FBPA coupling cs: counter-screen for Giardia aldolase inhibitors: coupling enzyme system; coupling enzyme system counterscreen, AmpLite Red fluorescence; activity change, negative = inhibition, % at 58.2 µM, hits read low; 290,000 tested, 0.67% active; AID 2472; in the data active means activity change below about -30%; further: on the % scale 0 is the no-effect control and ±100 the full control effect
#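 Counterscreen of the coupled detection system alone, without aldolase: glyceraldehyde-3-phosphate coupling enzymes plus AmpLite Red readout. Compounds at 57.5 uM final, 10 min RT preincubation, 20 min RT reaction, fluorescence 525/598 nm.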
# Tb PFK inh: inhibitors of T. brucei phosphofructokinase | O15648 | T. brucei PFK, ADP-Glo luminescence | Potency, µM (top dose mostly 57.5 µM), inactives show top-dose activity, negative = inhibition, most hits filed as inhibitors | 330,000 tested, 0.17% active | AID 485367;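 further: potency means the concentration at half of the fitted maximal effect; 0% = uninhibited 1x PFK enzyme wells and -100% = no-enzyme wells; nearly all actives have a fitted effect of over 60% in size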
# Target sequence (O15648 whole entry, looked up): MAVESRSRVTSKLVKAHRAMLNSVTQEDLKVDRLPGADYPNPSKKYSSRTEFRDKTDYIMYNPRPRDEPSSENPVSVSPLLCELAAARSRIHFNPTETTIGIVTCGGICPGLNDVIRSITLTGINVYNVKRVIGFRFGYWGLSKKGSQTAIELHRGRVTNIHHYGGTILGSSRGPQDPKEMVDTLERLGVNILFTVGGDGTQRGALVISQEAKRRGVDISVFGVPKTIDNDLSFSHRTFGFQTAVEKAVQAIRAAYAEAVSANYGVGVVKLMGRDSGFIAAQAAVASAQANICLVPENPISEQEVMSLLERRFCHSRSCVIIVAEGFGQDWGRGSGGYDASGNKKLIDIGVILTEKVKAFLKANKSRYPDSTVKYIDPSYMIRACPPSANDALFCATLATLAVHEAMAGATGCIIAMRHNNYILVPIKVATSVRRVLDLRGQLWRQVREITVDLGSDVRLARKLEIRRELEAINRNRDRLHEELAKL
#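 Luminescent ADP detection (ADP-Glo, two-step: ATP depletion then ADP-to-ATP conversion for luciferase) reported PFK activity after 45 min room-temperature reaction of 1.25 nM enzyme with 0.5 mM F6P and 0.1 mM ATP at pH 8.0.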
# Rab9 prom act: activators of Rab9 promoter; Huh7 Rab9 promoter-luciferase reporter, luminescence, 24 h; Potency, µM (top dose mostly 9.22 µM), without a hit: top-dose activation, negative = inhibition, actives largely listed as activators; 320,000 tested, 2.8% active; AID 485297; further: potency means the concentration at half of the fitted maximal effect; % of control where 0% means no effect; nearly all actives have a fitted effect of over 60% in size
#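 Using Huh7 cells stably transfected with Rab9 promoter–luciferase, compounds were incubated 24 h at 37 °C, 5% CO2; luciferase luminescence was read 10 min after reagent addition.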
# KCNH2 3.1 block: inhibitors of human KCNH2 3.1 potassium channel isoform; U2OS KCNH2 3.1, thallium flux FluxOr; stronger effect = lower value; activity change, % (tested at about 1.8 µM); 340,000 tested, 0.95% active;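 active means maximum activity change below -70%; inconclusive means maximum activity change from -70% to -50%; inactive means maximum activity change above -50%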;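 further: thallium influx rate constant from kinetic fluorescence after stimulation buffer; on the % scale 0 is the no-effect control and ±100 the full control effect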
#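 Thallium flux via FluxOr fluorescence (Red40 quencher, 45 min loading) in U2OS cells virally expressing the KCNH2 3.1 isoform (1.77 x 10^8 /mL virus, overnight at 37 C). Rate constants from 2-min kinetic reads post-stimulation, normalised to positive and negative controls.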
# uPA surface inh: inhibitors of cell surface uPA generation; cell surface uPA generation assay, qHTS; Potency, µM (top dose mostly 38.3 µM), for inactives: at the highest dose activity change, negative = inhibition, actives largely listed as inhibitors; 330,000 tested, 0.31% active; AID 540303; active means well fitted inhibition curve with a large enough effect; inconclusive means small, poorly fitted or top-dose-only effect; inactive means no such curve, though single readings can be large or run the other way; tested in mouse RAW 264.7 cells; further: potency means the concentration at half of the fitted maximal effect; on the % scale 0 is the no-effect control and ±100 the full control effect; nearly all actives have a fitted effect of over 55% in size
# FLuc counter: firefly luciferase modulation, counter-screen for miR-21 project; 360,000 tested, 6.9% active; P08659; Potency, µM (highest dose often 57.5 µM), for inactives: at the highest dose activity change, negative = inhibition, hits mostly inhibitors; purified FLuc, Km substrates, luminescence inhibition;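 further: potency means the concentration at half of the fitted maximal effect; plate controls were vehicle for no effect and reference inhibitor for full effect; nearly all actives have a fitted effect of over 55% in size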
#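 Purified P. pyralis luciferase, 10 nM final, with Km-level 10 uM D-luciferin and 10 uM ATP in 50 mM Tris acetate pH 7.5, 10 mM Mg acetate, 0.01% Tween-20, 0.05% BSA; 6-point qHTS titration about 60 µM downward; luminescence read.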
# Giardia kill: kills Giardia lamblia; Giardia lamblia trophozoite viability; activity change, % at 7.66 µM, hits read low; 340,000 tested, 0.15% active; AID 540267; in the data active means activity change below about -80%; inconclusive means between about -30% and that limit;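 further: parasites exposed to compound for two days anaerobically before the ATP read; on the % scale 0 is the no-effect control and ±100 the full control effect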
#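 Each well holds 100 Giardia trophozoites and compound. After two days (48 hrs) at 37 deg C in anaerobic conditions, ATP is quantified by luminescence.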
# * hit, by the source's call; ? = inconclusive; · = no result given; [ ] = remark or other dose. Unless noted, the call rests on the fitted dose curve; in most records, active means well fitted curve in the direction sought with a large enough effect; inconclusive means small, poorly fitted or top-dose-only effect, or another doubt; inactive means no such curve, though single readings can be large; an effect the other way counts as inactive or inconclusive. No enrichment for hits. About 14% of those tested had a hit in this group.
no.	canonical_smiles	VP16 counter	NPC1 prom act	RORgamma inh	ELG1 genotox	FBPA coupling cs	Tb PFK inh	Rab9 prom act	KCNH2 3.1 block	uPA surface inh	FLuc counter	Giardia kill
1	CCOC(=O)N1N=C(c2ccc(OC)cc2)CC1(O)C(F)(F)F (stereo not given)	?	1.1µM*	?	?	0	-9%	0.89µM*	-2	?	3.4µM*	-25
2	CC(C)(C)OC(=O)NCc1ccc(NC(=O)c2nc[nH]c2C(=O)NCCCNC(=O)c2[nH]cnc2C(=O)Nc2ccc(CNC(=O)OC(C)(C)C)cc2)cc1	·	·	·	1%	·	-1%	·	22	-3%	·	-4
3	Cc1ccc(C(=O)N/N=C\c2ccccc2[N+](=O)[O-])cn1	?	3.5µM*	10µM*	9%	-3	15%	2.8µM*	2	?	12µM*	-30
4	CCOC(=O)C1C(=O)C=C(c2cccs2)CC1c1ccccc1C (stereo not given)	-6%	-1%	32%	-9%	3	-3%	1%	4	-18%	-1%	11
5	Cc1ccc(NC(=O)c2ccco2)c(NC(=O)c2ccccc2)c1	10%	-2%	5%	-1%	6	-11%	5%	-5	-4%	0%	0
6	C[C@@H](NC(=O)[C@@H]1Cc2ccccc2CN1C(=O)OC(C)(C)C)C(=O)NCc1ccco1	0%	-2%	?	1%	·	-3%	6%	15	-5%	-3%	-4
7	Fc1cccc(Cc2noc(CN3CCCCC3CCc3ccccn3)n2)c1 (stereo not given)	?	0%	-7%	-4%	0	-1%	0%	-2	-4%	1%	46[activator]
8	COc1ccc(S(=O)(=O)N(C)CC(=O)NCC2CCCO2)cc1OC (stereo not given)	5%	1%	0%	0%	-1	1%	-3%	-16	-1%	1%	3
9	CCn1nc(C)cc1C(=O)N1CCc2c([nH]c3ccccc23)C1c1cc(F)ccc1F (stereo not given)	-23%	?	25%	?	2	2%	?	-3	-8%	21µM*	-18
10	Cc1ccc(N(CC(=O)NC(C)C)C(=O)CCC(=O)Nc2nccs2)cc1	13%	-1%	?	2%	0	-1%	1%	-7	12%	1%	21
11	CCN(CC(=O)Nc1ccc(Cl)c(C(F)(F)F)c1)CC(=O)NC1CCS(=O)(=O)C1 (stereo not given)	?	-10%	2%	-4%	3	-17%	1%	-11	-18%	-5%	1
12	S=C1NCCNC(=S)NCCOCCOCCN1	4%[10 µM]	-1%	-7%	-14%	0	1%	-6%	4	0%	5%	3
13	BrC(=C\c1ccccc1)/C=N/N1CCN(c2ccccc2)CC1	?	16%	?	15%	-12	-1%	30%	-13	-7%	?	10
14	Cc1cnc(NC(=O)CSc2nnc(COc3ccccc3)o2)s1	-3%	-3%	-31%	-1%	2	0%	0%	6	1%	6%	0
15	O=C(O)c1cc(O)ccc1NC(=O)C1CCCO1 (stereo not given)	-10%	-3%	-7%	2%	-3	-2%	10%	37	-1%	6%	6
16	Cc1cc(C)n2ncc(C(=O)NCCc3ccccc3)c2n1	?	·	6%	·	2	·	·	7	3%	-17%	21
17	COC(=O)c1ccc[n+](CC(=O)Nc2ccc(OC(F)F)cc2)c1	-2%	0%	-1%	1%	-1	-12%	-5%	-27	-8%	-1%	-8
18	CCOC(=O)c1cccc(NC(=O)C2(S(=O)(=O)c3ccc(Cl)cc3)CC2)c1	3%	-2%	-6%	-4%	-1	-1%	1%	1	1%	-1%	10
19	CC1(C)CC(=O)C2=C(C1)N(c1ccc(Cl)cc1)C(=O)C2(O)C(F)(F)F (stereo not given)	-6%	1%	39%	-3%	4	2%	-2%	-6	-3%	3%	6
20	CC(C)N1CCC(=NNC(=O)c2cccs2)CC1	-6%	1%	-2%	11%	·	1%	-4%	-3	1%	-2%	4
21	Cc1cc(C)cc(C(=O)NCC(=O)OCC(=O)c2c(N)n(C)c(=O)n(C)c2=O)c1	·	0%	·	2%	·	9%	-2%	2	4%	3%	14
22	C(=C\c1cccc2ccccc12)/c1nnc(-c2cccs2)o1	-2%	-4%	0%	6%	-3	0%	-3%	-12	7%	?	-5
23	O=C(c1ccco1)n1nc(-c2ccco2)nc1SCc1ccccc1	13%	-5%	11%	?	0	5%	?	0	·	-9%	-7
24	COc1ccc(/C=C2\SC(=O)N(CC(=O)Nc3ccc(O)cc3)C2=O)cc1OC	-2%	-7%	-10%	2%	1	-5%	-2%	17	0%	0%	10
25	CC1=C(C(=O)Nc2ccccc2C)C2(CCCCC2)C(C(N)=O)C(=S)N1 (stereo not given)	?	-3%	-5%	0%	-2	-6%	-11%	-26	-12%	-1%	-6
26	COc1cc([N+](=O)[O-])ccc1NC(=O)CC(C)C	1%	-5%	16%	-4%	0	-6%	-8%	-13	3%	-2%	-12
27	CCN(CC(=O)Nc1ccc(NC(C)=O)cc1)C(=O)CSCc1c(C)noc1C	·	2%	·	3%	·	0%	-4%	0	0%	-17%	-20
28	O=C(Nc1cccc(C(=O)NC2CC2)c1)c1ccc(F)c(S(=O)(=O)N2CCOCC2)c1	·	-1%	·	1%	·	11%	1%	5	-2%	1%	-8
29	COc1ccc(N=Cc2c(O)[nH]c3ccccc23)cc1OC	?	?	?	15µM*	-3	-3%	?	-26	-12%	15µM*	3
30	Cc1[nH]c2ccccc2c1/C=N/Nc1ccc([N+](=O)[O-])cc1S(=O)(=O)Nc1ccc(Cl)cc1	2%	-3%	10%	-3%	0	-3%	-2%	-18	-2%	-8%	0

# Some of the entries above in a different format.
8) COc1ccc(S(=O)(=O)N(C)CC(=O)NCC2CCCO2)cc1OC (stereo not given)
  VP16 counter: 5%; NPC1 prom act: 1%; RORgamma inh: 0%; ELG1 genotox: 0%; FBPA coupling cs: -1; Tb PFK inh: 1%; Rab9 prom act: -3%; KCNH2 3.1 block: -16; uPA surface inh: -1%; FLuc counter: 1%; Giardia kill: 3
9) CCn1nc(C)cc1C(=O)N1CCc2c([nH]c3ccccc23)C1c1cc(F)ccc1F (stereo not given)
  VP16 counter: -23%; NPC1 prom act: ?; RORgamma inh: 25%; ELG1 genotox: ?; FBPA coupling cs: 2; Tb PFK inh: 2%; Rab9 prom act: ?; KCNH2 3.1 block: -3; uPA surface inh: -8%; FLuc counter: 21µM*; Giardia kill: -18

# An excerpt from above in order of the Rab9 prom act value, high to low.
no. | SMILES | Rab9 prom act
15 | O=C(O)c1cc(O)ccc1NC(=O)C1CCCO1 (stereo not given) | 10%
4 | CCOC(=O)C1C(=O)C=C(c2cccs2)CC1c1ccccc1C (stereo not given) | 1%
12 | S=C1NCCNC(=S)NCCOCCOCCN1 | -6%

# (further entries)
no.	canonical_smiles	VP16 counter	NPC1 prom act	RORgamma inh	ELG1 genotox	FBPA coupling cs	Tb PFK inh	Rab9 prom act	KCNH2 3.1 block	uPA surface inh	FLuc counter	Giardia kill
31	S=C1Cc2ccccc2C(c2ccc(Cl)cc2)N1 (stereo not given)	5.6µM*	-2%	6.3µM*	-11%	2	-6%	-6%	3	2%	-3%	6
32	NC(Cc1ccc(Oc2ccc(O)cc2)cc1)C(=O)O (stereo not given)	2%	-7%	16%	0%	1	4%	4%	·	·	6%	·
33	COC(=O)c1ccccc1NC(=O)CSc1nnc(C(CO)NC(=O)c2ccccc2)n1C (stereo not given)	-2%	1%	0%	3%	4	0%	5%	0	-4%	2%	11
34	N#C/C(=C\c1ccc(O)cc1)C(=O)N1CCCC1	-5%	-3%	18%	4%	6	-3%	-1%	13	2%	-12%	44[activator]
35	CC(C)c1ccc(C(=O)NCCCN(C)C)cc1	1%	1%	-16%	1%	3	2%	0%	14	-4%	-4%	27
36	COCCn1c(SCCCc2ccccc2)nc2c1c(=O)[nH]c(=O)n2C	-4%	8%	?	0%	-2	0%	5%	2	1%	-6%	12
37	CC12CC3CC(C)(C1)CC(C(=O)N1CCN(C(=O)c4ccco4)CC1)(C3)C2	-16%	-3%	?	-19%	·	-2%	-2%	7	4%	-1%	12
38	CCOc1ccccc1NC(=O)CSc1nnc(-c2ccccn2)n1Cc1ccco1	-13%	9%	22%	-4%	-4	-1%	5%	-4	8%	-1%	-2

# Entries of single compounds, quoted from the list:
# CC(C)c1ccc(C(=O)NCCCN(C)C)cc1 is entered as VP16 counter: 1%; NPC1 prom act: 1%; RORgamma inh: -16%; ELG1 genotox: 1%; FBPA coupling cs: 3; Tb PFK inh: 2%; Rab9 prom act: 0%; KCNH2 3.1 block: 14; uPA surface inh: -4%; FLuc counter: -4%; Giardia kill: 27
# N#C/C(=C\c1ccc(O)cc1)C(=O)N1CCCC1 is entered as VP16 counter: -5%; NPC1 prom act: -3%; RORgamma inh: 18%; ELG1 genotox: 4%; FBPA coupling cs: 6; Tb PFK inh: -3%; Rab9 prom act: -1%; KCNH2 3.1 block: 13; uPA surface inh: 2%; FLuc counter: -12%; Giardia kill: 44[activator]
